NPY-Y1 antag: NPY-Y1 receptor antagonists, primary screen, cell-based; actives 1% (n = 200,000); Neuropeptide Y receptor type 1 (Homo sapiens), P25929; HEK293-CNG Y1 cells, membrane potential fluorescence; NPY at EC95, then isoproterenol; inhibition, % at 3.6 µM;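 active means inhibition above the campaign mean inhibition of all tested compounds plus 3 SD, cut at about 20% in these data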;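 further: 0% = DMSO wells given NPY plus isoproterenol and 100% = isoproterenol alone without NPY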
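Test system – HEK293 Y1/CNG channel cell line · Also added – NPY agonist 25 nM, then isoproterenol 1 µM plus Ro 20-1724 25 µM · Compound dosing – one concentration, 3.6 µM, in 0.4% DMSO · Schedule – compound incubation 1 h at room temperature, readout 45 min post-stimulation · Technique – fluorescence, membrane potential probe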
NPY-Y1 PAM-ag: NPY-Y1 receptor potentiators or agonists, primary screen, cell-based; Neuropeptide Y receptor type 1 (Homo sapiens), P25929; NPY-Y1 expressing cells, potentiator/agonist activation; activation, % at 3.6 µM; actives 0.37% (n = 220,000); in the data active means activation above about 33%, passing the limit was not always enough;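 further: cells stimulated with NPY at EC10 then isoproterenol at EC100; 0% = low agonist plus stimulus and 100% = saturating agonist plus stimulus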
14-3-3 Bad PPI: inhibitors of 14-3-3 zeta/Bad binding, primary screen, biochemical, TR-FRET, bovine 14-3-3 zeta; 14-3-3 protein zeta/delta (Bos taurus), P63103; TR-FRET 14-3-3zeta/Dy647-pBad peptide displacement, 1 h; inhibition, % at 21.7 µM; actives 0.71% (n = 220,000);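 active means inhibition above about 70%, limit read from the data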;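 further: 0% = full 14-3-3 plus peptide FRET controls and 100% = background without 14-3-3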
TRPML3 ag: human TRPML3 channel agonists, primary screen, cell-based, HEK293 TRPML3-YFP, Fluo-8 calcium fluorescence, 3 µM | Mucolipin-3 (Homo sapiens), Q8TDD5 | 100% = the carbachol control signal | activation, % at 3 µM | AID 1448, 2008 | actives 0.29% (n = 220,000);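 active means activation above its plate's cutoff, the mean activation of the plate's test wells plus 3 SD, cut at about 12% in these data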;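 further: 0% = DMSO only wells and 100% = carbachol wells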
Target sequence (Q8TDD5 whole entry, looked up): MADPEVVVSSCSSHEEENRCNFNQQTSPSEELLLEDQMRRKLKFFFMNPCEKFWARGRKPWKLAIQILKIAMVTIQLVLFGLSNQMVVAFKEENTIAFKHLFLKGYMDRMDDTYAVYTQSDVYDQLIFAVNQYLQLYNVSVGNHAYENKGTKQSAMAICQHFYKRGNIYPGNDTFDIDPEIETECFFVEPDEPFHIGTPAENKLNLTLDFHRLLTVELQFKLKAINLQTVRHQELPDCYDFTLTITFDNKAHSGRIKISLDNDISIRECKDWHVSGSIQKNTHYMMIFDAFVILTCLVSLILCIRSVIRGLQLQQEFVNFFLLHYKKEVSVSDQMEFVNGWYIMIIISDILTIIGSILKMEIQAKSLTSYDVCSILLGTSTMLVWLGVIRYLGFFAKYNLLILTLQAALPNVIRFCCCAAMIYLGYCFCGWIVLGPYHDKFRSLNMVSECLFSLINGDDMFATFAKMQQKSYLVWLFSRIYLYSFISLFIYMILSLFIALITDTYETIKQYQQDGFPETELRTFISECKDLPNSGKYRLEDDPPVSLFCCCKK
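Test system – HEK293 line with stable expression of human TRPML3-YFP channel · Control set – carbachol 87 µM final as high control (100%), DMSO as low control (0%) · Signal – Fluo-8 calcium dye fluorescence, ex 470-495, em 515-575 nm · Incubation – 1-h 37 °C dye load, 5-s basal, 120-s post-compound reads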
PGE2 EP2 inh: human EP2 receptor antagonists, primary screen, TR-FRET cAMP, C6 glioma cells; C6 glioma cells expressing human EP2; cells stimulated with saturating PGE2; actives 0.52% (n = 260,000); Prostaglandin E2 receptor EP2 subtype (Homo sapiens), P43116; inhibition, % at 25 µM; AID 1422, 2008;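 active means percent inhibition above 40 after rounding to a whole number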;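 further: rat C6 glioma host cells with rolipram phosphodiesterase inhibitor present; the protocol text gives 20 µM as final concentration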
Target sequence (P43116 whole entry, looked up): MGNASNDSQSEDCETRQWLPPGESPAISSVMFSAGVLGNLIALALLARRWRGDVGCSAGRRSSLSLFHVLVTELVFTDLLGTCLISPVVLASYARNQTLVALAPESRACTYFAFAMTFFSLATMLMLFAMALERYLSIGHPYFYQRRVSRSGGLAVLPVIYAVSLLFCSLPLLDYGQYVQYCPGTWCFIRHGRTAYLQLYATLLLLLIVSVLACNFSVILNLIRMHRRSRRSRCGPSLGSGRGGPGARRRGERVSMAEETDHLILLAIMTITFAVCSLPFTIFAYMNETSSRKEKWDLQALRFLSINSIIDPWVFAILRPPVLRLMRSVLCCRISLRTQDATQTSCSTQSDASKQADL
EP2 modulator: EP2 receptor modulators, cAMP readout, primary screen, cell-based, HTRF cAMP, PGE2 stimulation; AID 940, 2007; induction, % at 25 µM; actives 0.83% (n = 260,000); Prostaglandin E2 receptor EP2 subtype (Homo sapiens), P43116; EP2-expressing cells, cAMP HTRF FRET, PGE2 co-stimulation;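 active means compounds whose cAMP rise, as percent of the full-agonist control response, exceeds 60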;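 further: rat C6 glioma line stably carrying human EP2 under a CMV promoter; the protocol text gives 20 µM as final concentration; 100% = response of wells given 1 µM PGE2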
TRPN1 ag: zebrafish TRPN1 channel agonists, primary screen, cell-based, HEK293, calcium fluorescence; transient receptor potential cation channel N1 (TRPN1/NompC), Danio rerio; HEK293 zebrafish TRPN1-YFP, Fluo-8 calcium fluorescence; 100% = response to 87 µM carbachol; activation, % at 3 µM; actives 0.18% (n = 220,000);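 active means activation above its plate's cutoff, the mean activation of test wells on that plate plus 3 SD, cut at about 19% in these data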;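 further: 0% = DMSO alone and 100% = 87 µM carbachol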
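System: zebrafish TRPN1-YFP in HEK293 cells / Dosing: 3 µM single point / Timing: dye loading 1 h at 37 °C, then 30 min room temperature / Signal: Fluo-8 calcium fluorescence, excitation 470-495 nm, emission 515-575 nm / Read-out basis: percent activation from peak over basal fluorescence ratio, control-normalized / Control set: high carbachol 87 µM, low DMSO alone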
PPC-1+TRAIL kill: compounds killing PPC-1 cancer cells with TRAIL present, primary screen, TRAIL potentiator project, ATPLite luminescence, uHTS. actives 0.41% (n = 220,000). PPC-1 cells + TRAIL, ATPLite viability luminescence. AID 1443, 2008. cell killing (% activity), % at 4 µM;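 active means cell killing above 50% in the first pass at 4 µM, then a duplicate retest at 5 µM averaging 50% or more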;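 further: plate controls were cells with TRAIL plus DMSO for no effect and medium-only wells lacking cells for full effect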
CHOP inh: inhibitors of CHOP promoter induction, primary screen, cell-based, unfolded protein response, luciferase reporter; CHO-K1 CHOP-promoter luciferase, tunicamycin-induced, 15-18 h; inhibition, % at 10 µM; actives 3.8% (n = 220,000);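 active means compounds that reduced the stress-induced luciferase reporter signal by more than about 70% of percent inhibition, limit read from the data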;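 further: 0% = tunicamycin plus vehicle and 100% = wells without tunicamycin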
Active calls of the source: *; . = not tested or not shown; & = joins results of further samples; [ ] = another dose, or the depositor's remark. The list is partial, so the mix of outcomes need not match the whole.

item	Molecule	NPY-Y1 antag	NPY-Y1 PAM-ag	14-3-3 Bad PPI	TRPML3 ag	PGE2 EP2 inh	EP2 modulator	TRPN1 ag	PPC-1+TRAIL kill	CHOP inh
1	CCc1ccc(NC(=O)C(=O)NCCN2CCN(Cc3ccc([N+](=O)[O-])cc3)CC2)cc1	-1	8	5	1.7	5	6	2.5	-13	60
2	O=C(/C=C/c1ccccc1Cl)NCc1cccs1	4	-19	-7	-0.2	7	-103	-1.4	-21	-6
3	CC(C(=O)NCc1ccco1)n1cc([N+](=O)[O-])cn1 (configuration not stated)	2	5	-4	1.1	4	10	0.1	4	-9
4	CN(C)C(C)(C)C#CCCCCC#CC(C)(C)N(C)C	6	-9	-3[fluorescence artefact?]	0.8	6	-4	1.9	-9	-3
5	CN1CCN(C(=O)c2ccccc2NC(=O)Cc2ccccc2)CC1	3	12	5	0.7	17	6	0.0	2	42
6	COc1ccc(NC(=O)N2CCCC(c3nc(-c4ccc(F)cc4)no3)C2)cc1 (configuration not stated)	4	-14	-8	0.8	4	-29	0.2	-9	-3
7	O=C(Cc1cccs1)N(Cc1cccs1)C1(C(=O)NC2CCCCC2)CCCCC1	52*	-25	-10[fluorescence artefact?]	-0.1	7	51	-1.0	25	46
8	Cc1cccc(NC(=S)c2nc3ccccc3s2)c1	8	-17	-3	-0.5	.	49	-1.1	-9	32
9	Cc1[nH]c2ccccc2c1/C=N/NC(=O)c1cccc(F)c1	1	-9	-17	0.5	18	-113	0.8	13	1
10	CN1C(=O)NC(c2ccccc2)C2=C1CN(Cc1ccco1)C2=O (configuration not stated)	-3	3	-10	-0.1	11	18	1.0	7	5
11	CCOC(=O)C1C(=O)CC(C)(O)C(C(=O)OCC)C1c1ccc(NC(C)=O)cc1 (configuration not stated)	-1	10	2	1.1	7	-3	0.4	-4	-24
12	CC(C)CN1C(=O)c2ccc(NC(=O)Cc3ccccc3)cc2C1=O	0	8	-1	1.1	11	-22	1.3	23	39
13	COC(=O)c1ccc(CSc2ncnc3c2oc2ccccc23)o1	7	23	-35[fluorescence artefact?]	-0.2	13	66*	-0.5	-23	16
14	CCN(CC)CCNC(=O)c1ccc(-n2c(C)cc3c2CCCC3=O)cc1	-9	3	-6	0.5	9	-9	1.4	9	4
15	COC(=O)c1onc(-c2c(Cl)cccc2Cl)c1C(=O)OC	.	9	1	-1.6	14	-12	-3.6	-4	3
16	O=C(NCc1ccco1)c1cc(-c2ccccc2)c(N2CCOCC2)s1	-1	12	-17	-1.5	17	19	-0.9	3	12
17	O=S1(=O)CCN(Cc2cccc(C(F)(F)F)c2)CC1	-1	-10	-15	1.4	4	0	-1.2	19	3
18	CC1(c2nnc(Cc3ccccc3)o2)CC(c2cccc(Cl)c2)=NO1 (configuration not stated)	.	.	-2	.	11	-22	.	0	-5
19	CCCN=C(C)C1=C(O)c2ccccc2C1=O	3	-47	-6	-0.1	6	10	-0.8	23	2
20	Cc1c(N=Cc2ccco2)c(=O)n(-c2ccccc2)n1C	0	10	-4[fluorescence artefact?]	0.7	11	-9	1.6	-5	37
21	Cc1cc(C(=O)CC#N)c(C)n1-c1ccc(OC(F)F)cc1	1	28	1	1.2	10	20	1.5	-20	18
22	Cc1ccccc1OCCN1CCC(Cc2ccccc2)CC1	8	-19	6	1.7	11	5	0.8	25	9
23	O=C(C1=C[C@H](C2CC2)C[C@H](OCCCCO)O1)N1CCOCC1	4	-16	-1	0.4	9	-5	0.8	19	17
24	Cc1cc(C(=O)COC(=O)Cc2n[nH]c(=O)c3ccccc23)c(C)n1-c1ccc2c(c1)OCO2	-3	8	-12[fluorescence artefact?]	2.6	7	10	3.4	11	85*
25	COc1cccc(NS(=O)(=O)c2nc3nc(C)cc(C)n3n2)c1	15	8	4	-0.2	8	9	0.5	9	-20
26	Cc1cc[n+](-c2ccccc2)c2ccccc12	0	-15	3	0.5	2	-26	1.2	8	34
27	CC1CCN(C(=O)Cn2ncc3c4ccccc4n(C)c3c2=O)CC1	.	-3	1	0.8	7	-1	1.7	-2	3
28	COc1ccc(C(NC(=O)c2ccc(F)cc2)c2ccccc2)cc1 (configuration not stated)	-1	-21	6[fluorescence artefact?]	-0.6	5	-11	-0.9	-9	4
29	O=S(=O)(NCCCc1ccccc1)c1ccccc1	3	-5	11[fluorescence artefact?]	-0.7	12	-8	-0.3	-9	22
30	COc1cc([N+](=O)[O-])ccc1NC(=O)/C=C\C(=O)O	-4	-7	18	1.0	7	-21	0.4	-2	-10

One compound at a time, from the list above. Screens in order: NPY-Y1 antag, NPY-Y1 PAM-ag, 14-3-3 Bad PPI, TRPML3 ag, PGE2 EP2 inh, EP2 modulator, TRPN1 ag, PPC-1+TRAIL kill, CHOP inh
COc1ccc(C(NC(=O)c2ccc(F)cc2)c2ccccc2)cc1 (configuration not stated) is listed with -1, -21, 6[fluorescence artefact?], -0.6, 5, -11, -0.9, -9, 4
CCOC(=O)C1C(=O)CC(C)(O)C(C(=O)OCC)C1c1ccc(NC(C)=O)cc1 (configuration not stated) is listed with -1, 10, 2, 1.1, 7, -3, 0.4, -4, -24

More entries:
item	Molecule	NPY-Y1 antag	NPY-Y1 PAM-ag	14-3-3 Bad PPI	TRPML3 ag	PGE2 EP2 inh	EP2 modulator	TRPN1 ag	PPC-1+TRAIL kill	CHOP inh
31	O=[N+]([O-])c1cccc(/C=N/Nc2ccccn2)c1	5	-11	1	-0.5	5	-46	0.2	15	-36
32	COC(=O)CCC(=O)c1oc2ccc(Br)cc2c1N	1	-23	5	-0.3	5	4	-0.8	10	11
33	O=S(=O)(c1cccc(-c2nnc(-c3ccc(Br)cc3)o2)c1)N1CCCCCC1	13	-6	-7	-0.5	9	36	-0.5	-12	24
34	O=C(COC(=O)c1ccccc1)NCCC1=CCCCC1	0	-12	-7	-0.9	1	23	-2.7	1	10
35	O=C(NCc1cccnc1)Nc1cccc(NC(=O)NCc2cccnc2)c1F	.	14	1	-0.7	10	0	2.4	2	7
36	O=C(Cc1ccccc1)Nc1c2c(nn1-c1cccc(Cl)c1)CS(=O)(=O)C2	22*	-13	-3	0.0	6	13	-1.9	19	20
37	CC(=O)Nc1ccc(S(=O)(=O)NC(C)C(=O)NC(C)c2ccccc2)cc1 (configuration not stated)	-2	2	-6	3.7	3	-32	0.1	-9	9
38	CN(C)c1nc(Nc2ccccc2)nc(Oc2ccc(=O)[nH]n2)n1	0	-31	11[fluorescence artefact?]	0.1	6&9	-13&24	-0.8	19	12
39	Cc1cc(C)c2c(N)c(C(=O)NN)sc2n1	.	7	-11	0.1	9	-22	-0.5	-27	24
40	NC(=O)CN1C(=O)/C(=c2\sc3nc(=O)c(Cc4ccccc4)nn3c2=O)c2ccccc21	.	-7	18	0.5	6	6	0.2	-13	-2
41	Cc1cc(C)n(CC(=O)n2nc(C)cc2C)n1	-1	-21	3[fluorescence artefact?]	1.2	.	18	0.0	3	36
42	O=C(O)/C=C/C(=O)Nc1cccnc1	-1	7	-1	0.4	2	8	1.3	1	0
43	CN(C)C(=O)Cn1c(SCC(=O)N2CCCc3ccccc32)nc2ccccc21	4	1	-1	-0.1	5	8	-0.4	5	-15
44	COC(=O)C1=C(C)NC(=O)CC1c1ccccc1 (configuration not stated)	-3	-10	-3	0.5	17	5	1.0	27	22
45	O=C1CSC(c2ccccc2)N1c1cccnc1 (configuration not stated)	.	7	3	0.0	4	3	2.3	13	5
46	O=C(O)C1CC=CCC1C(=O)Nc1ccccc1C(=O)N1CCN(c2ccc(F)cc2)CC1 (configuration not stated)	-5	10	-4	0.3	5	31	0.2	5	30
47	O=C(NCCNC(=O)C1CC2CCC1C2)C1CC2CCC1C2 (configuration not stated)	4	6	4[fluorescence artefact?]	-0.1	8	36	-0.6	27	34
48	Cc1ccc(S(=O)(=O)N(CC(=O)O)c2ccc(Cl)c(C(F)(F)F)c2)cc1	11	-29	14	1.3	7	-5	1.2	-10	-29
49	CS(=O)(=O)c1ccc2nc(NC(=O)C3COc4ccccc4O3)sc2c1 (configuration not stated)	-5	8	-7	0.9	24&6	3&-24	1.0	18	-12
50	O=C1CN(C(=O)COC(=O)Cc2ccsc2)c2ccccc2N1	4	-14	-4	0.2	1	0	1.6	6	-3
51	Cc1ccsc1-c1nc(CSCC(=O)NCc2ccc3c(c2)OCO3)c(C)o1	21*	-5	0	-0.9	.	10	-2.5	24	81*
52	CCOC(=O)C1=C(C)NC(=O)NC1c1cc(C)sc1C (configuration not stated)	1	-3	-10	-0.3	7	17	-0.4	20	36
53	CC(C)N(C(=S)Nc1cccc(C(F)(F)F)c1)C(C)c1ccccn1 (configuration not stated)	0	12	-7	0.6	6	-17	-0.4	0	3
54	COc1ccc2[nH]c(=O)c(CN(Cc3cccs3)C(=S)Nc3cccc(C)c3)cc2c1	3	-3	7	-0.4	1&9	-7&44	-0.9	20	57
